Screens from PubChem.
RAD54 inh – inhibitors of human RAD54 branch migration, primary screen, biochemical, fluorescence, single point; 360,000 compounds, 0.14% hits; inhibition, % at 10.4 µM; AID 602329, 2012; DNA repair and recombination protein RAD54-like (Homo sapiens), Q92698; RAD54 Holliday junction branch migration, FAM/BHQ fluorescence;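 active means mean normalized replicate activity at least 40 and at least half of replicates scoring 40 or more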;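 further: 0% = median of neutral control wells and 100% = median of positive control wells; inhibitors cause a drop in the FAM fluorescence signal; in these data hits start at about 50%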
RAD52 anneal inh – RAD52 DNA annealing inhibitors, primary screen, biochemical, FRET, single point, set 2. 360,000 compounds, 0.46% hits. DNA repair protein RAD52 homolog (Homo sapiens), P43351. inhibition, % at 18.7 µM. recombinant RAD52 DNA annealing, FRET fluorescence;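 active means every replicate showing at least 50% inhibition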
PGC1a acetyl inh – inhibitors of PGC1a acetylation signal, primary screen, cell-based, U2OS, AlphaScreen, inhibitor mode. AlphaScreen anti-acetyl-lysine; with virally co-expressed GCN5 acetyltransferase. inhibition, % at 15.6 µM. 350,000 compounds, 0.17% hits. AID 651687, 2012;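 active means every replicate shows inhibition of at least 40%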;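 further: 0% = neutral control wells and 100% = positive control wells; some results beyond the cut were filed as inactive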
ERAP1 HTS inh – human ERAP1 aminopeptidase inhibitors, primary screen, biochemical, single point, plate reader. Endoplasmic reticulum aminopeptidase 1 (Homo sapiens), Q9NZ08. recombinant ERAP1, Leu-AMC fluorescence, 60 min. inhibition, % at 10.7 µM. 340,000 compounds, 0.15% hits;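 active means mean replicate inhibition of at least 30%, or all replicates individually reaching that 30% level; inactive means mean below 30% and not every replicate reaching it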;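 further: 0% = neutral control wells and 100% = L-leucinethiol positive control wells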
Target sequence (Q9NZ08 whole entry, looked up): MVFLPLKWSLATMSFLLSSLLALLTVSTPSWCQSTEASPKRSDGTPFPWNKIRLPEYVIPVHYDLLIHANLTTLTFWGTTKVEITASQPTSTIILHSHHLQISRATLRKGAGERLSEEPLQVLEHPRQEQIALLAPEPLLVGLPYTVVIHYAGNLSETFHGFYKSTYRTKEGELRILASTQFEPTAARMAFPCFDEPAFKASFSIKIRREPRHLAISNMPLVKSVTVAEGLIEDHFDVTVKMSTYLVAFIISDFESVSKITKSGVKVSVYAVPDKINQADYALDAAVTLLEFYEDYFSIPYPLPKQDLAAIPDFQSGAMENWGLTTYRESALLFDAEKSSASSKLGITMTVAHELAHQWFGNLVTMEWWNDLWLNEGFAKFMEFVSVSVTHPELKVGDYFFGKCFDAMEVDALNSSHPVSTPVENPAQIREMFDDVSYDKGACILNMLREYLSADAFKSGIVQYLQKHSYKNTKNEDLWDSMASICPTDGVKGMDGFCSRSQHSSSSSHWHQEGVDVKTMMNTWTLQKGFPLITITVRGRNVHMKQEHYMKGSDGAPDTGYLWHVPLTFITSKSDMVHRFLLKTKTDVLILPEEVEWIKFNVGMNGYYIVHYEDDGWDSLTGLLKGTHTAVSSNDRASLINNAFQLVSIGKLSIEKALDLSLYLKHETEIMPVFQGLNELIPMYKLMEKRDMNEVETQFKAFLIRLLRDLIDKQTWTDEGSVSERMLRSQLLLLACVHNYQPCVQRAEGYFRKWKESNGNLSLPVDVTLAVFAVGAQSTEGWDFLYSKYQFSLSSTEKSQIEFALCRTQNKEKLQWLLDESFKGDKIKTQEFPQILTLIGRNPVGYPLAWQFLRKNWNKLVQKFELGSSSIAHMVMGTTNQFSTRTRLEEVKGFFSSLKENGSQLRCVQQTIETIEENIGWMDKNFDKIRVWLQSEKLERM
miR-122 sensor – miR-122 Renilla sensor signal increase in Huh7, primary screen, miR-122 inhibitor project, cell-based, single point, plate reader; Huh7 miR-122 Renilla luciferase sensor, 48 h; neutral wells = 0, positive control = 100; activation (reporter increase), % at 12.5 µM; 340,000 compounds, 0.3% hits;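 active means mean replicate activation score at least 90 and every replicate individually at or above 90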;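 further: higher luciferase means less miR-122 activity so hits act as miR-122 inhibitors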
E-sel inducer – E-selectin induction in HUVECs, primary screen, imaging, HUVEC, immunofluorescence imaging, single point; 260,000 compounds, 0.37% hits; P16581; normalized: neutral wells 0, TNF-alpha wells 100; activation, % at 7.58 µM;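 active means mean E-selectin-positive cell signal at least 10% of the positive control, reached in at least 60% of replicates, without over 20% cell loss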;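 further: in these data hits start at about 27%; measured in HUVEC primary endothelial cells; signal is the percent of cells scored E-selectin positive by PE staining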
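System: HUVEC / Compound: single concentration / Signal: immunofluorescence imaging / Read-out: percent E-selectin-positive cells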
PglD inh – C. jejuni PglD acetyltransferase inhibitors, primary screen, biochemical, DTNB colorimetric, single point. UDP-N-acetylbacillosamine N-acetyltransferase PglD (Campylobacter jejuni). purified PglD enzyme, DTNB colorimetric CoA detection. inhibition, % at 12.5 µM. 360,000 compounds, 0.098% hits. AID 602405, 2012; in the data active means inhibition above about 16%, passing the limit was not always enough; further: strong numbers were not always called active
Cneo AK release – Cryptococcus neoformans cell lysis inducers, primary screen, AK release luminescence, single concentration. lysis activity, % at 15 µM. C. neoformans lysis, adenylate kinase release luminescence, 4 h; normalised: neutral wells 0, clomiphene wells 100. 360,000 compounds, 0.2% hits. AID 651654, 2012;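 active means mean lysis activity across replicates of at least 80%, whatever share of replicates individually reach that level; inactive means mean lysis activity below 80%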
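Schedule: static 4 h at 37 °C with compound, 1 h detection; system: C. neoformans cells; benchmarks: Clomiphene as positive control; buffer or medium: fresh YPD medium; measure: luminescence rise reflecting yeast cell lysis; measured by: luminescent adenylate kinase detection reagent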
Numbers without * were called inactive; · = no result given; [ ] = remark or other dose.

SMILES	RAD54 inh	RAD52 anneal inh	PGC1a acetyl inh	ERAP1 HTS inh	miR-122 sensor	E-sel inducer	PglD inh	Cneo AK release
CN(CC(=O)N1CCc2ccccc2C1)S(=O)(=O)c1ccc2c(c1)c(=O)n(C)c(=O)n2C	3	-13	-9	-1	-3	0.0	-2	-2
COc1ccc(OC)c(N2C(=O)C(Cl)=C(N3CCOCC3)C2=O)c1	8	·	9	·	-4	·	-3	9
COc1ccc(-c2ccc3c(c2)[C@@H]2[C@@H](CCN2C(=O)C2CC2)[C@H](CO)N3C)cc1	4	29	5	4	-5[16.7 µM]	0.1	-2	3
Cc1ncc([N+](=O)[O-])n1CC(=O)NCc1ccccc1	-11	·	17	·	-2	·	-1	-1
NC(=O)C1CCN(C(=O)CC2(CC(=O)O)CCCC2)CC1	-1	-1	·	3	-2	0.0	0	1
O=C(c1ccncc1)N1CC(=O)N2[C@@H](CO)[C@H](c3ccc(/C=C/c4ccccc4)cc3)[C@@H]2C1	·	-1	-9	0	·	-0.3	·	·
O=C(Cc1ccc(Br)cc1)OCC(=O)c1ccc2c(c1)OCCO2	1	·	-3	·	-4	·	6	0
Cn1nc(C(C)(C)C)cc1C(=O)Sc1cccc(Br)c1	-4	-19	-8	3	-6	1.1	5	2
COCCN(C(=O)COC(=O)CCC1CCCC1)c1c(N)n(Cc2ccccc2)c(=O)[nH]c1=O	·	-1	5	0	-7	1.4	·	·
CO[C@H]1CC[C@@H]2CCOc3ccc(C#N)cc3C(=O)N(C)C[C@@H](OC)[C@@H](C)C(=O)N(C)C[C@H]1O2	2	-5	·	-3	·	-0.1	3	3
CCC(=O)Oc1ccc(C(=O)Nc2ccc3c(c2)C(=O)N(C2CCCCC2)C3=O)cc1	2	·	5	·	16	·	-4	-3
CO[C@H]1CN(C)C(=O)c2cc(NC(=O)c3ccccc3)ccc2OC[C@H](C)N(C(C)=O)C[C@@H]1C	-4	6	-4	-2	-12[16.7 µM]	-0.1	-2	-6
Cc1oc(-c2ccccc2F)nc1CS(=O)CC(=O)NCc1ccc(F)cc1 (configuration not stated)	7	-5	-4	1	1	-0.1	0	1
O=S(=O)(NCCCNS(=O)(=O)c1c(F)cccc1F)c1ccc2c(c1)OCCO2	-3	-8	·	5	·	-0.3	7	-2
CCOC(=O)C1=C(C)N(CC(C)C)C(=O)/C1=C\c1cccs1	-2	-15	-5	-2	-19	·	-3	4
OCCn1cnc2c(SCc3ccccc3)ncnc21	0	0	5	10	-6	-0.1	1	-1
O=C1CCCN1c1cc(Cl)ccc1Cl	5	·	6	·	-17	·	-1	-1
COc1ccc(NC(=O)/C(C#N)=C/c2ccc[nH]2)c(OC)c1	10	-40	11	3	1	·	1	-1
Cc1noc(C)c1C(=O)NCc1ccccc1F	5	-13	3	-2	10	-0.3	2	2
CCN(CC)C(=O)c1ccc2c(c1)N(Cc1ccccc1)C(=O)CS2=O (configuration not stated)	-5	-4	0	1	0	·	0	-2
Cc1cc(C)c2c(=O)n3c(nc2c1)C(CC(C)C)NC(=O)c1cc2ccccc2cc1-3 (configuration not stated)	7	-3	-2	1	-3	0.3	-1	-1
O=C(CCc1ccc(S(=O)(=O)NC2CCCCC2)cc1)NCc1ccc(Cl)cc1	3	·	-13	·	49	·	0	-6
C[C@H]1CN([C@@H](C)CO)C(=O)c2cc(C#CCN(C)C)cnc2O[C@H]1CN(C)C(=O)c1cccnc1	-11	-14	6	-3	-3[16.7 µM]	0.2	1	3
O=C(Nc1cccc(F)c1)C1CCCN1S(=O)(=O)c1cccc2cccnc12 (configuration not stated)	-1	-13	-4	-3	1	·	3	2
O=C(NCCc1csc(-c2ccccc2)n1)c1ccccc1F	-4	-7	5	-2	-6	-0.1	6	-2
Cc1ccc(CN(Cc2ccccc2)C(=S)Nc2ccccc2C)o1	6	-16	17	-3	2	1.4	-3	4
O=C(OCN1C(=O)c2ccccc2C1=O)c1ccccc1	-10	·	-5	·	1	·	-6	0
CC1(C)S[C@@H]2[C@H](NC(=O)COc3ccccc3)C(=O)N2C1C(=O)OCC1CCCCC1 (some centres not stated)	-6	-17	-6	·	3	-0.1	7	-1
COc1cc(C(=O)Nc2ccc(N(C)C)cc2)cc(OC)c1OC	-5	·	7	·	6	·	7	-2
CCc1ccc(C(=O)Nc2ccc(S(=O)(=O)Nc3nc(C)cc(C)n3)cc2)o1	-12	·	-11	·	9	·	2	-2
CC(Nc1cc(N2CCN(C(=O)C(C)(C)C)CC2)ccc1[N+](=O)[O-])c1ccccc1 (configuration not stated)	3	·	-17	·	0	·	3	3
O=C(C[C@@H]1CC[C@H](NC(=O)CC2CC2)[C@H](CO)O1)NCc1ccc(Cl)cc1	2	0	-6	7	·	0.6	2	-3
O=C(COC(=O)C1CCC1)NCCc1ccc(Cl)cc1Cl	6	-4	1	2	2	·	3	2
COc1ccc(S(=O)(=O)N(C)C[C@H]2Oc3ccc(NC(=O)Nc4ccc(F)cc4)cc3CC(=O)N([C@@H](C)CO)C[C@@H]2C)cc1	-3	·	-5	·	-10[16.7 µM]	0.1	2	1
O=C(Nc1ccccc1N1CCOCC1)c1cccc(S(=O)(=O)N2CCOCC2)c1	-13	-12	4	-3	2	-0.3	-1	-2
CN(Cc1ccccc1)C(=O)c1ccc(NC(=O)Cc2ccc(NC(=O)C3CCN(C(=O)C4CCCCC4)CC3)cc2)cc1	-3	-12	-7	1	2	3.2	-4	1
COCc1c(C(=O)N/N=C/c2ccc(C)o2)nnn1-c1nonc1N	0	-25	-6	4	-2	·	-8	1
Cc1cc(NC(=O)CCC(=O)N(CC(=O)NC2CCCC2)Cc2ccco2)no1	-7	·	-2	·	-6	·	2	0
C[C@H]1CN([C@@H](C)CO)S(=O)(=O)c2ccc(C#CC3CC3)cc2O[C@@H]1CN(C)C(=O)c1ccccc1	0	23	-8	3	17[16.7 µM]	0.2	1	0
COc1ccc(S(=O)(=O)N2CCOCC2)cc1NC(=O)c1ccc2c(c1)OCO2	-2	-4	4	5	-1	·	-1	2
O=C(C[C@H]1C[C@@H]2c3cc(NC(=O)c4cccnc4)ccc3O[C@@H]2[C@@H](CO)O1)NCc1cccnc1	-2	-15	4	2	-1[16.7 µM]	-0.1	-3	-2
O=C(c1c(Cl)cccc1Cl)N1CCN(c2ccccn2)CC1	9	·	0	·	-8	·	2	-3
Cc1ccc(S(=O)(=O)/N=C/N(C)C)cc1	-7	·	1	·	-2	·	-1	12
O=C(O)CSCC(=O)NCc1csc2ccc(Cl)cc12	0	-17	-6	-1	4	·	1	0
O=C(CN1C(=O)NC2(CCCc3ccccc32)C1=O)N1CCN(C(=O)c2ccco2)CC1 (configuration not stated)	7	·	-7	·	-2	·	5	3
OCC1CCCN(Cc2ccc(-c3ccccc3)cc2)C1 (configuration not stated)	2	·	-2	·	·	·	-1	-2
COc1cc(S(=O)(=O)NC2CCCC2)ccc1-n1cnnn1	-8	-9	10	3	48	0.3	-2	-1
O=C(N/N=C/c1cccc(Br)c1)C1CC(=O)N(c2ccccc2)C1 (configuration not stated)	-3	-5	·	-3	·	6.8	-2	-3
O=C(C[C@H]1C/C=C\CC[C@H](Cc2ccc(F)cc2)C(=O)OC[C@H]2CCCN2C1=O)NCCO	-5	-5	-12	·	2	-0.2	0	1
O=C(NCC1CCN(Cc2cccc(Cl)c2)CC1)Nc1ccccc1Cl	7	-19	·	-3	·	·	5	-1
COc1ccc(/C=N\NC(=O)COc2ccccc2Cl)cc1Cn1nc(C)cc1C	-4	·	-2	·	-3	·	-11	-2
CCCCc1nnc(NC(=O)CSc2nc(N)cc(=O)[nH]2)s1	·	-6	-4	-1	-8	·	·	·
CC1(c2ccc3noc(-c4ccc(Cl)cc4)c3c2)OCCO1	-5	·	3	·	0	·	-1	-1
CC(=O)N[C@H]1[C@H]([C@H](O)[C@H](O)CO)O[C@](O)(C(=O)O)C[C@@H]1O	-3	6	-5	-2	2	-0.2	0	0
COc1ccc(S(=O)(=O)N(C)C[C@H]2OCCCC[C@@H](C)Oc3ccc(NS(=O)(=O)c4cn(C)cn4)cc3C(=O)N([C@@H](C)CO)C[C@H]2C)cc1	-3	12	·	0	-1[16.7 µM]	·	2	12
Cc1cc(=O)oc2cc(NC(=O)c3cccc(S(=O)(=O)N(C)C)c3)ccc12	-5	-30	-2	-4	0	·	-4	5
C[C@H]1CN([C@@H](C)CO)S(=O)(=O)c2ccc(C3=CCCCC3)cc2O[C@@H]1CN(C)C(=O)C1CCCCC1	-2	5	-12	-1	46[16.7 µM]	0.0	4	1
COc1ccc(S(=O)(=O)N(C)C[C@@H]2Oc3c(NS(C)(=O)=O)cccc3C(=O)N([C@@H](C)CO)C[C@@H]2C)cc1	-3	1	4	-1	-2[16.7 µM]	-2.5	-1	0
Cc1cc2ccc(C)c(C)c2nc1SCC#N	2	·	-8	·	0	·	0	-1
CN(c1ccccc1)S(=O)(=O)c1ccc(Cl)c(C(=O)Nc2ccc(N3CCOCC3)cc2)c1	5	-13	·	-4	0	·	-15	-1

One compound at a time, as listed above.
`Cc1cc2ccc(C)c(C)c2nc1SCC#N` reads RAD54 inh: 2; RAD52 anneal inh: ·; PGC1a acetyl inh: -8; ERAP1 HTS inh: ·; miR-122 sensor: 0; E-sel inducer: ·; PglD inh: 0; Cneo AK release: -1
`COc1ccc(S(=O)(=O)N(C)C[C@@H]2Oc3c(NS(C)(=O)=O)cccc3C(=O)N([C@@H](C)CO)C[C@@H]2C)cc1` reads RAD54 inh: -3; RAD52 anneal inh: 1; PGC1a acetyl inh: 4; ERAP1 HTS inh: -1; miR-122 sensor: -2[16.7 µM]; E-sel inducer: -2.5; PglD inh: -1; Cneo AK release: 0

Next structures follow:
SMILES	RAD54 inh	RAD52 anneal inh	PGC1a acetyl inh	ERAP1 HTS inh	miR-122 sensor	E-sel inducer	PglD inh	Cneo AK release
COc1ccc(-c2[nH]ncc2CNCCc2ncccc2C)cc1F	4	-13	16	0	-2	·	0	-24
O=C(Cc1csc(NC(=O)Nc2cccc(Cl)c2)n1)NC1CCCC1	-5	-10	-16	-9	21	·	0	-4
COc1ccc(Cc2nnc3c4cnn(C)c4ncn23)cc1	-15	·	-17	·	-2	·	5	1
Cc1noc(C)c1S(=O)(=O)N(C)C[C@@H]1OCCCC[C@H](C)Oc2ccc(NS(=O)(=O)c3ccccc3)cc2C(=O)N([C@H](C)CO)C[C@@H]1C	-14	16	-6	-2	-6[16.7 µM]	·	1	-3
O=C(c1ccco1)N1CCN(Cc2cc(=O)c(OCc3ccccc3)co2)CC1	-2	-10	17	3	1	·	-1	2
COCCNC(=O)C1CCCN(Cc2ccccc2)CC1 (configuration not stated)	4	-16	8	-2	1	0.4	-1	1
COc1ccc(Oc2coc3cc(O)ccc3c2=O)cc1	-1	-11	5	-7	-8	0.1	-2	-9

An excerpt from above in order of formula weight, highest first:
SMILES	RAD54 inh	RAD52 anneal inh	PGC1a acetyl inh	ERAP1 HTS inh	miR-122 sensor	E-sel inducer	PglD inh	Cneo AK release
COc1ccc(-c2[nH]ncc2CNCCc2ncccc2C)cc1F	4	-13	16	0	-2	·	0	-24
COc1ccc(Cc2nnc3c4cnn(C)c4ncn23)cc1	-15	·	-17	·	-2	·	5	1
COc1ccc(Oc2coc3cc(O)ccc3c2=O)cc1	-1	-11	5	-7	-8	0.1	-2	-9
